# Source: PubChem BioAssay
# MC4R barr agon – agonists of human melanocortin 4 receptor (MC4R) beta-arrestin; P32245; U2OS MC4R beta-arrestin complementation, luminescence; percent of melanotan II response, DMSO zero; activation, % at 8.9 µM; 360,000 tested, 0.98% active; AID 540308;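 active = activation above a per-plate cutoff, the mean activation of sample wells on that plate plus 3 SD, cut at about 8% in these data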
# Target sequence (P32245 whole entry, looked up): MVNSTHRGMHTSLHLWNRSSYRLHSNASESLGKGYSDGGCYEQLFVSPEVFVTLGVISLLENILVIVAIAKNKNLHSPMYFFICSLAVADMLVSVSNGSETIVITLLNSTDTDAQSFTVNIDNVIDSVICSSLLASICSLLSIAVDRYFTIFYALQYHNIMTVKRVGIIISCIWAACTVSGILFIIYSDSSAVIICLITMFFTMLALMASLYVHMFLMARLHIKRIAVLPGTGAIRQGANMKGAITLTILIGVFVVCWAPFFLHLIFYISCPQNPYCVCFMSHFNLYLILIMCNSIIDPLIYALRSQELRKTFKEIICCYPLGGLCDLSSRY
# LMP1 NFkB inh – Epstein-Barr LMP1 NF-kappaB reporter inhibition | LMP1-induced NF-kappaB luciferase reporter cells, luminescence | inhibition, % at 12.5 µM | 350,000 tested, 0.69% active | AID 504558; in the data active = inhibition above about 41%;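 also: 0% = neutral control wells and 100% = reference inhibitor control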
# NOD2-RIPK2 inh – inhibitors of human NOD2-RIPK2 interaction. CHO BLA complementation NOD2-RIPK2, CCF4 ratio. 360,000 tested, 0.38% active. inhibition, % at 4.98 µM; in the data active = inhibition above about 21%;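 also: 0% = vehicle only and 100% = reference blocker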
# LRH-1 inv ag – NR5A2 inverse agonism in reporter assay; 360,000 tested, 0.13% active; HEK293T StAR-luciferase reporter, LRH-1 transfected, 24 h; O00482; inhibition, % at 3.6 µM;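 active = inhibition above the mean inhibition of all tested compounds plus 3 SD, cut at about 73% in these data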;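 also: 0% = DMSO wells and 100% = reporter-only cells lacking LRH-1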
# Target sequence (O00482 whole entry, looked up): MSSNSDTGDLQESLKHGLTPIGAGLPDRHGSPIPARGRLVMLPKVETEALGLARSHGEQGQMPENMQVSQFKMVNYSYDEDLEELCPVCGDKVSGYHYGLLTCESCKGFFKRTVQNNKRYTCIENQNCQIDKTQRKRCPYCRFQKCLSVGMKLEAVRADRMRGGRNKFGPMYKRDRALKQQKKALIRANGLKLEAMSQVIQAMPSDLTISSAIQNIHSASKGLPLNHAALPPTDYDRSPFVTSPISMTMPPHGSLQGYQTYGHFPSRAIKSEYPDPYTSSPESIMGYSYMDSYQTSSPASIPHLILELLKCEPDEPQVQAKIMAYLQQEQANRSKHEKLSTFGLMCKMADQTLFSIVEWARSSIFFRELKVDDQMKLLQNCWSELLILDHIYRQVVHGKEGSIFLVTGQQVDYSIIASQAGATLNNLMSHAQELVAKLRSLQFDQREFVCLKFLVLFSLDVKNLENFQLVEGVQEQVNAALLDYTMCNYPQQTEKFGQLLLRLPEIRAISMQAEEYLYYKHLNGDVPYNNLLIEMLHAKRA
# NCOA3 inh – inhibitors of human steroid receptor coactivator 3 (SRC3). Q9Y6Q9. HEK293 GAL4-SRC3 luciferase reporter, luminescence. inhibition, % at 3.6 µM. 360,000 tested, 0.17% active;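 active = inhibition above a per-campaign cutoff, the mean of all compounds plus 3 SD, cut at about 60% in these data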;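 also: 0% = DMSO-treated cells and 100% = gossypol-treated cells at 36 µM; higher means less SRC3-driven luciferase light from the GAL4 reporter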
# COUP-TFII inh – blocks human COUP-TFII nuclear receptor; HEK293T NGFI-A luciferase reporter, luminescence; P24468; inhibition, % at 8.6 µM; 370,000 tested, 0.7% active;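 active = inhibition above a per-plate cutoff, mean inhibition of test wells between control levels plus 3 SD, cut at about 38% in these data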;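 also: cells cotransfected with COUP-TFII expression vector driving the NGFI-A reporter; 0% = median of COUP-TF2 test wells and 100% = reporter-only cells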
# NCOA2 inhibitor – inhibits human steroid receptor coactivator 2. inhibition, % at 9 µM. HEK293 GAL4-SRC2 luciferase reporter, luminescence. Q15596. 370,000 tested, 0.17% active;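 active = inhibition above the mean inhibition of all tested compounds plus 3 SD, set per campaign, cut at about 52% in these data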;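 also: 0% = DMSO treated cells and 100% = cells given Gossypol at 36 µM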
# TLR9-MyD88 inh – inhibitors of human TLR9-MyD88 binding; Q9NR96+Q99836; 340,000 tested, 0.21% active; inhibition, % at 4.98 µM; CHO BLA complementation TLR9-MyD88, CCF4 FRET ratio;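 active = inhibition above the mean over all tested compounds plus 3 SD, cut at about 21% in these data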;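 also: 0% = DMSO only wells and 100% = clavulanate BLA inhibitor control wells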
# ABHD5 PLIN5 PPI – blocks binding of human ABHD5 to perilipin-5; Q00G26+Q8WTS1; Split G. princeps luciferase complementation, luminescence, 4 h; inhibition, % at 4 µM; 360,000 tested, 0.78% active; AID 602281;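 active = inhibition above the mean inhibition across every tested compound plus 3 SD, cut at about 22% in these data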;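 also: 0% = DMSO only wells and the 100% control is not disclosed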
# MC4R antagonist – blocks human MC4R cAMP signaling; P32245; MC4R-expressing cells, MTII-stimulated cAMP, LANCE TR-FRET; inhibition, % at 6.5 µM; 360,000 tested, 0.48% active; AID 540295;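 active = inhibition above its plate's cutoff, the mean of tested wells on that plate plus 3 SD, cut at about 29% in these data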;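 also: 0% = Melanotan II alone and 100% = Melanotan II plus saturating MCL0020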
#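 Assay system: human MC4R-expressing U2OS cells; reagent: Melanotan II stimulation of cells; dosing: 6.5 µM single dose; timing: compound 30 min, challenge 1 h, detection 1 h; signal: TR-FRET cAMP assay; replicates: one well per compound, no replicates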
# SRC1 inh – human NCOA1 inhibition; HEK293 GAL4-SRC1 luciferase reporter, luminescence; 360,000 tested, 0.12% active; inhibition, % at 3.6 µM; AID 588354; Q15788;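 active = inhibition above the campaign mean plus 3 SD, with each screening campaign given its own cutoff, cut at about 60% in these data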;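 also: 0% = DMSO treated cells and 100% = gossypol at 36 µM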
# Numbers without * were called inactive; . = not tested or not shown. Some of the compounds tested; the hit share may differ from the screen's.
No.	SRC1 inh	LRH-1 inv ag	ABHD5 PLIN5 PPI	MC4R antagonist	COUP-TFII inh	NCOA3 inh	LMP1 NFkB inh	NOD2-RIPK2 inh	MC4R barr agon	TLR9-MyD88 inh	NCOA2 inhibitor	Molecule
1	9	-7	5	20	14	5	-14	3	-1.8	0	-18	CN1CCC(OC(=O)c2cccc(Cl)c2)CC1
2	-9	-18	-5	4	1	17	6	-2	-0.9	-5	-11	COc1nccc(Nc2ccccc2)c1C#N
3	-20	-6	-10	-3	4	-1	-5	-3	-0.6	-7	-20	COc1cccc(C(=O)NCC(=O)n2nc(C)cc2C)c1
4	5	-3	1	5	3	-3	1	-10	0.2	-19	-17	COc1cc(O)c(C(CC(=O)N2CCN(c3ccccc3)CC2)c2cc(OC)c(OC)c(OC)c2)c(OC)c1 (configuration not stated)
5	10	11	4	0	7	2	4	4	-0.5	-8	-13	O=C(NC(N1CCCC1)C(Cl)(Cl)Cl)c1ccccc1 (configuration not stated)
6	-4	24	-3	3	8	6	0	0	0.8	5	-27	Cc1nc(N)[nH]c(=O)c1CCCNc1ccc(CCCCC2(CCl)OCCO2)cc1
7	-3	-3	22*	22	8	-8	8	89*	-1.0	8	14	CCOC(=O)c1c(SCCN2CCCC2)n(-c2ccccc2)c(=S)n(-c2ccccc2)c1=O
8	-21	7	1	-4	-1	-8	-4	2	-2.0	1	-10	N#CCSc1nnc2c(Cl)cc(Cl)cn12
9	0	15	4	-2	-25	7	-4	-6	-0.9	-5	12	O=C(COC(=O)/C=C/c1cccc(Br)c1)Nc1cccc(S(=O)(=O)NC2=NCCC2)c1
10	14	7	1	3	-8	22	6	9	-0.5	-2	14	CCOC(=O)c1cnn(-c2nc(OCC)cc(OCC)n2)c1C
11	-4	-17	4	1	-11	4	-5	-12	-1.1	2	13	O=C(COC(=O)c1ccccn1)Nc1ccc2c(c1)OCCO2
12	11	-2	-2	1	-8	-1	-9	-6	-3.9	-2	-24	CCOC(=O)c1ccc(NC(=O)CN2CCN(C(=O)C3CCCO3)CC2)cc1 (configuration not stated)

# Next part.
No.	SRC1 inh	LRH-1 inv ag	ABHD5 PLIN5 PPI	MC4R antagonist	COUP-TFII inh	NCOA3 inh	LMP1 NFkB inh	NOD2-RIPK2 inh	MC4R barr agon	TLR9-MyD88 inh	NCOA2 inhibitor	Molecule
13	1	9	10	2	-1	5	-9	0	0.3	4	-15	COc1ccc(C(=O)CN2C(=O)C(C)(C)Oc3ccc(C(=O)N4CCCCCC4)cc32)cc1
14	8	-17	-2	13	-13	5	-10	-11	-3.1	-8	-23	Nc1nnc(SCC(=O)OCC(=O)c2ccccc2)s1
15	-16	7	-4	8	10	-19	10	-9	-0.4	4	-9	COCc1nnc(NS(=O)(=O)c2ccc(OC)cc2)s1
16	-5	9	-6	-5	-15	0	4	4	-0.4	3	12	COc1ccc(/C=C(/NC(=O)c2ccccc2)C(=O)N2CCCC2)cc1
17	1	-9	-8	3	-6	-24	-2	-6	-0.5	8	-2	CC(=O)N1CC(C)Oc2ccc(S(=O)(=O)NC(CC(=O)O)c3cc(C)ccc3C)cc21 (configuration not stated)
18	7	-1	-1	-4	5	-9	2	-26	-0.5	-8	-12	CC(c1ccccc1)N1C(=O)c2cccnc2C1=O (configuration not stated)
19	-17	13	-3	7	4	7	11	-8	-2.5	-5	-32	CCCCn1c(SCC(=O)c2ccccc2)nc2c1c(=O)[nH]c(=O)n2C
20	-10	-17	0	13	10	14	6	-9	-1.3	-5	-18	COc1ccc(CC(=O)Nc2cc(C)ccc2O)cc1OC
21	-2	5	2	-6	7	11	1	-6	0.7	12	10	CCCc1cc(=O)[nH]c(SCc2cc(=O)oc3c(C)c(C)ccc23)n1
22	9	10	2	5	14	10	0	-17	0.2	-1	-15	O=C(COC(=O)c1ccco1)NC1CCCCC1
23	13	32	2	-23	-17	-8	.	3	-2.2	.	-15	COc1ccc(NC(=O)C2(C)Cc3c(-c4cccc(C(N)=O)c4)ccnc3O2)cc1 (configuration not stated)
24	-18	-18	-2	2	-14	-10	-14	-6	0.4	2	-14	CC(C)(C)c1cc(C(=O)Nc2ccccc2)ccn1

# Later entries.
No.	SRC1 inh	LRH-1 inv ag	ABHD5 PLIN5 PPI	MC4R antagonist	COUP-TFII inh	NCOA3 inh	LMP1 NFkB inh	NOD2-RIPK2 inh	MC4R barr agon	TLR9-MyD88 inh	NCOA2 inhibitor	Molecule
25	13	3	-8	-2	13	-3	-4	7	-1.1	-6	-9	CCOc1ccc(OCC)c(S(=O)(=O)NCc2ccccc2)c1
26	2	8	-6	7	9	8	-5	-4	-0.4	-12	11	COC(=O)C1=CN(Cc2ccc(C)cc2)C=C(C(=O)OC)C1c1ccc(F)c(F)c1
27	-7	-12	4	4	-3	3	-3	-7	-1.1	-8	-11	CCc1ccc(C(=O)Nc2cccnc2Oc2ccc(Cl)cc2)cc1
28	-8	-11	3	-5	7	20	2	-9	-1.2	2	9	O=C(O)C(c1ccccc1)C1(O)CCC1 (configuration not stated)
29	-32	-7	0	5	2	-4	.	4	-2.3	.	-27	Cc1ccccc1S(=O)(=O)NCc1ccc(N2CCN(C)CC2)cc1
30	-7	-4	-4	20	-4	5	-2	4	0.9	-14	-16	COCCCNC(=O)C(=O)NCC(c1ccco1)N1CCN(c2ccc(OC)cc2)CC1 (configuration not stated)
31	-99	-112	-1	-20	-43	-20	0	-11	0.7	3	-18	O=C(O)c1ccc(N=Nc2c(O)[nH]c3ccccc23)cc1
32	-2	-3	-1	4	-1	0	-4	-9	2.5	2	-14	Cc1noc(C)c1S(=O)(=O)Nc1ccc(C(=O)NC2CCCCC2)cc1
33	0	-8	-4	-1	-11	-2	-14	1	0.8	9	-23	Cc1ncsc1CCOC(=O)c1ccccc1
34	-6	14	-6	15	-12	-11	1	0	-1.1	5	-3	CC(OC(=O)c1ccc2c(c1)OCO2)C(=O)NC1CCCCC1 (configuration not stated)
35	5	-14	-3	6	-7	13	0	5	-0.3	2	0	CCN(CC(=O)NCc1ccc(F)cc1)C(=O)C(C)Oc1cccc(Cl)c1 (configuration not stated)
36	-1	10	6	2	2	7	2	-8	0.2	1	0	COc1ccc(Cl)cc1NC(=O)COC(=O)C1COc2ccccc2O1 (configuration not stated)

# (next part)
No.	SRC1 inh	LRH-1 inv ag	ABHD5 PLIN5 PPI	MC4R antagonist	COUP-TFII inh	NCOA3 inh	LMP1 NFkB inh	NOD2-RIPK2 inh	MC4R barr agon	TLR9-MyD88 inh	NCOA2 inhibitor	Molecule
37	-10	6	-1	3	-8	-1	6	-12	-2.2	-7	4	COc1ccc(S(=O)(=O)Nc2ccc(S(=O)(=O)Nc3nc(C)cc(C)n3)cc2)cc1OC
38	7	-11	2	5	19	10	-7	-2	-1.3	9	-3	CCN1CCCC1CNC(=O)c1cc2cc(OC)c(OC)cc2[nH]1 (configuration not stated)
39	-13	-14	-1	-4	-9	-1	-4	0	-0.8	7	-36	CC1(C)Cc2nc3sc4c(N(CCO)CCO)ncnc4c3cc2CO1
40	5	-41	-3	-1	13	10	12	2	2.2	-11	-5	Cc1ccc(NC(=O)Nc2nnc(Cc3ccc([N+](=O)[O-])cc3)s2)cc1C
41	5	-12	4	3	-14	11	-1	-2	-2.1	-1	-27	O=C(O)CCNC(=O)c1cncc(Br)c1
42	0	7	-3	0	-27	4	-2	-3	-1.8	0	4	ON1C(c2ccccc2)CC2(O)c3nonc3CCC12 (configuration not stated)
43	-3	2	-1	1	26	7	-4	-3	-0.9	.	27	Cc1nn(CC(=O)NN)c(C)c1Br
44	-44	10	57*	18	-16	11	-3	3	-3.0	7	10	COCCn1c(SCC#N)nnc1-c1ccccc1O
45	-19	-36	7	3	-10	-18	-3	9	-0.7	7	-32	O=C(NNC(=O)C1CCCCC1)c1ccc(Br)cc1
46	10	5	-2	8	-7	-11	-5	-6	2.3	-2	-3	N/C(Cc1ccc([N+](=O)[O-])cc1)=N\OC(=O)Cc1ccc(Cl)cc1
47	-1	-23	0	6	-6	5	9	-6	1.1	-6	-2	CCOCC(=O)OCC(=O)NC12CC3CC(CC(C3)C1)C2
48	8	-3	6	-3	-18	-7	4	-4	-0.9	-13	-8	COc1ccc(Br)cc1C(=O)NC(=S)Nc1ccc2[nH]c(=O)[nH]c2c1

# Records 43 through 48 from above:
No.	SRC1 inh	LRH-1 inv ag	ABHD5 PLIN5 PPI	MC4R antagonist	COUP-TFII inh	NCOA3 inh	LMP1 NFkB inh	NOD2-RIPK2 inh	MC4R barr agon	TLR9-MyD88 inh	NCOA2 inhibitor	Molecule
43	-3	2	-1	1	26	7	-4	-3	-0.9	.	27	Cc1nn(CC(=O)NN)c(C)c1Br
44	-44	10	57*	18	-16	11	-3	3	-3.0	7	10	COCCn1c(SCC#N)nnc1-c1ccccc1O
45	-19	-36	7	3	-10	-18	-3	9	-0.7	7	-32	O=C(NNC(=O)C1CCCCC1)c1ccc(Br)cc1
46	10	5	-2	8	-7	-11	-5	-6	2.3	-2	-3	N/C(Cc1ccc([N+](=O)[O-])cc1)=N\OC(=O)Cc1ccc(Cl)cc1
47	-1	-23	0	6	-6	5	9	-6	1.1	-6	-2	CCOCC(=O)OCC(=O)NC12CC3CC(CC(C3)C1)C2
48	8	-3	6	-3	-18	-7	4	-4	-0.9	-13	-8	COc1ccc(Br)cc1C(=O)NC(=S)Nc1ccc2[nH]c(=O)[nH]c2c1

# 3 compounds out of the list, ordered by formula weight, lowest first:
No.	SRC1 inh	LRH-1 inv ag	ABHD5 PLIN5 PPI	MC4R antagonist	COUP-TFII inh	NCOA3 inh	LMP1 NFkB inh	NOD2-RIPK2 inh	MC4R barr agon	TLR9-MyD88 inh	NCOA2 inhibitor	Molecule
47	-1	-23	0	6	-6	5	9	-6	1.1	-6	-2	CCOCC(=O)OCC(=O)NC12CC3CC(CC(C3)C1)C2
45	-19	-36	7	3	-10	-18	-3	9	-0.7	7	-32	O=C(NNC(=O)C1CCCCC1)c1ccc(Br)cc1
39	-13	-14	-1	-4	-9	-1	-4	0	-0.8	7	-36	CC1(C)Cc2nc3sc4c(N(CCO)CCO)ncnc4c3cc2CO1

# More structures follow:
No.	SRC1 inh	LRH-1 inv ag	ABHD5 PLIN5 PPI	MC4R antagonist	COUP-TFII inh	NCOA3 inh	LMP1 NFkB inh	NOD2-RIPK2 inh	MC4R barr agon	TLR9-MyD88 inh	NCOA2 inhibitor	Molecule
49	-11	5	2	6	-7	14	-1	2	-0.4	0	-23	COc1ccc(/C(O)=C2/C(=O)C(=O)N(CC3CCCO3)C2c2cccc(OC)c2)cc1 (configuration not stated)
50	2	3	4	8	-5	21	9	-19	-1.4	-3	6	Cc1ccc(-n2c(C)nn(Cc3ccc([N+](=O)[O-])cc3)c2=O)cc1
51	17	12	1	13	5	11	4	1	1.0	-3	16	O=C(COC(=O)Cc1ccc(Br)cc1)NCc1ccccc1
52	-16	25	9	6	-11	6	4	-3	0.1	-1	-48	C[C@H](CO)N1C[C@H](C)[C@@H](CN(C)Cc2cccc(C(=O)O)c2)OCc2cnnn2CCCC1=O
